Screens deposited in PubChem by several laboratories.
TNAP act hiacc – TNAP (human) activation, high acceptor. P05186. purified TNAP, CDP-star luminescence, 1 M DEA, 30 min; stronger effect = higher value; 0 = EDTA background, 1 = DMSO-only activity. activation factor at 20 µM. 200,000 tested, under 10 active. AID 1136;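 active = activation factor at least 2 at 20 µM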
Target sequence (P05186 whole entry, looked up): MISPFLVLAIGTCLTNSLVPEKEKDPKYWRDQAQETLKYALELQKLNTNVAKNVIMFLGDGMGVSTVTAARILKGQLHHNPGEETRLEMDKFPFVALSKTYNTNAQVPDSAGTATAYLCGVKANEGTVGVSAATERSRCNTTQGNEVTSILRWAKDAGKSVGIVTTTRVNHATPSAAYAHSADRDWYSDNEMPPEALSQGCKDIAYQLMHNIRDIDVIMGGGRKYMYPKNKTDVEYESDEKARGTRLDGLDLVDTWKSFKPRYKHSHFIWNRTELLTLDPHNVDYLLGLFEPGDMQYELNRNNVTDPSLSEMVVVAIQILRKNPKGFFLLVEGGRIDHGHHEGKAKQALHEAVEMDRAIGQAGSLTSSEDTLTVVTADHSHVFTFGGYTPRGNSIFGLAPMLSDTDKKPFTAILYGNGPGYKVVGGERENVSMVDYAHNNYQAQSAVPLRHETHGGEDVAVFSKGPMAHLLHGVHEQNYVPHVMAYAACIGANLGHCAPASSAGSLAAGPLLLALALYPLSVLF
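Assay system: human TNAP; Input: enzyme diluted 1/800 final; Reagent: CDP-star luminogenic substrate at 100 µM final; Timing: 30 min, room temperature; Signal: luminescence; Evaluation: TNAP activation factor scaled between EDTA and DMSO control wells.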
NF-kB expr up – NF-kB expression increase, human neuronal cells | fold change at 12.5 µM | NF-kB reporter expression; stronger effect = higher value | 190,000 tested, 1.6% active; in the data active = fold change above about 3.3
PMI act hi M6P – activators of human phosphomannose isomerase at near-saturating mannose 6-phosphate. P34949. coupled PMI enzyme assay, resazurin fluorescence, 20 min; stronger effect = higher value; 1 = untreated enzyme, 0 = substrate-free blank. activation factor at 20 µM. 190,000 tested, 0.34% active;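 active = activation factor of 2 or more at 20 µM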
Target sequence (P34949 whole entry, looked up): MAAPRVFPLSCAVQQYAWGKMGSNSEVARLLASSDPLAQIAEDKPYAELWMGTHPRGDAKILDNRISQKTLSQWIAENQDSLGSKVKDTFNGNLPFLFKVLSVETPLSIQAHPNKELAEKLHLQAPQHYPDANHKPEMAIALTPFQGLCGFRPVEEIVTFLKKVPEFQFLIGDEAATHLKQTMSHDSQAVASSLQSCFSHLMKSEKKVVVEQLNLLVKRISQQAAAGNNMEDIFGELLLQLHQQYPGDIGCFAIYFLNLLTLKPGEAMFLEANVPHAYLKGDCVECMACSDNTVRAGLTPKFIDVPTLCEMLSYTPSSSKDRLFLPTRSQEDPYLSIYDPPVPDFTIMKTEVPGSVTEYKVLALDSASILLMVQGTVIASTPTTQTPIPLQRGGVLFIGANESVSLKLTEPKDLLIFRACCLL
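assay system = human phosphomannose isomerase with PGI, G6PDH, diaphorase coupling enzymes | quantity = 15 ng/mL PMI | incubation = enzyme reaction with compound 20 min at room temperature | medium = HEPES pH 7.4 buffer with MgCl2 and Tween-20 | compound dosing = one concentration, 20 µM, in 1% DMSO | measured by = Diaphorase-driven resazurin-to-resorufin fluorescence, excitation 544, emission 590 nm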
FLuc inh counter – inhibits firefly luciferase, flagging false hits in luciferase inhibition screens; P08659; 200,000 tested, 1.5% active; inhibition, % at 10 µM; ATPLite firefly luciferase biochemical luminescence, 10 min;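 active = inhibition above about 50% when tested at 10 µM, limit read from the data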
PMI activator – phosphomannose isomerase (human) activation | activation factor at 20 µM | purified human PMI, coupled resazurin fluorescence, 20 min; stronger effect = higher value; 1 = vehicle control, 0 substrate-free wells | P34949 | 190,000 tested, 0.005% active | AID 1214;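 active = activation factor of 2 or more at 20 µM, relative to plate controls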
TNAP inh hiacc – inhibitors of human TNAP at high phosphate acceptor concentration; inhibition, % at 20 µM; AID 1135; purified TNAP, CDP-star luminescence, 1 M DEA; P05186; 200,000 tested, 0.03% active;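 active = over 50% inhibition of tissue-nonspecific alkaline phosphatase at 20 µM in the single-dose screen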;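 also: plate controls were DMSO wells for no effect and EDTA-quenched wells as full inhibition for full effect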
bIAP act – increases bovine intestinal alkaline phosphatase activity. purified bovine IAP, CDP-star luminescence, 30 min; stronger effect = higher value; fold of DMSO-control signal, blank-subtracted. activation factor at 20 µM. 200,000 tested, 0.17% active. AID 1016;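 active = activation factor of 2 or more at 20 µM, a signal rise over negative controls twice the positive control's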
APP 5'UTR act – activates APP 5'UTR luciferase reporter; SH-SY5Y APP 5'UTR luciferase reporter, luminescence; zero percent = DMSO vehicle wells; activation, % at 2 µM; 190,000 tested, 1% active; AID 1276;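 active = activation above a set limit, based on mean plus 3 SD of controls, cut at about 140% in these data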; also: values of inactives mirror those of a sister screen read the other way
TNAP inh no acc – inhibitors of human TNAP without phosphate acceptor. inhibition, % at 20 µM. AID 1012. 200,000 tested, 0.26% active. purified TNAP, CDP-star luminescence, 30 min. P05186;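 active = tissue-nonspecific alkaline phosphatase inhibition above about 50% at 20 µM in the single-dose screen, limit read from the data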;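 also: 0% = DMSO negative control and 100% = EDTA positive control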
FLuc stim CS – affects firefly luciferase, flagging false hits in luciferase stimulation screens | P08659 | ATPlite luciferase biochemical, luminescence, 10 min; 0 = ATP-free wells, 1 = DMSO control | activation factor at 10 µM | 200,000 tested, under 10 active | AID 1027;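 active = luciferase activation factor, scaled between plate controls, of at least 2 with compound at 10 µM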
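Assay system: Luciferase/luciferin reagent mix; Medium: PBS as buffer for the ATP substrate; Dosing: test compounds dosed from 2 mM stocks in 100% DMSO; Times: 10 min, room temperature; Signal: luminescence from luciferase reaction; Read-out: luciferase activation; Controls: No-ATP low control, compound-free enzyme-plus-ATP high control.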
The depositor's hits bear a star; x = no result given.

No.	mol	TNAP act hiacc	NF-kB expr up	PMI act hi M6P	FLuc inh counter	PMI activator	TNAP inh hiacc	bIAP act	APP 5'UTR act	TNAP inh no acc	FLuc stim CS
1	CC1=CC2=NC(=O)CC(C)(C(=O)N(CC(=O)NC(C)(C)C)Cc3ccccc3)N2C=C1 (configuration not stated)	1.1	1.1	1.1	-8	1	-7	0.9	-4	-13	1.1
2	CCOC(=O)C1=C(C)NC(=O)NC1C (configuration not stated)	1	1.4	0.9	-6	0.9	-2	0.9	21	-13	1.1
3	COc1ccc(CNc2c(CO)cnc3c2cnn3C)cc1	1	1.1	1	-8	0.9	-4	0.9	-7	-8	1.1
4	COc1ccc(C(=O)CCN2CCN(c3ccccc3OC)CC2)cc1	1	1	1	-1	1.1	-4	1.1	20	-1	1
5	CCC(C)[C@@H](C(=O)Nc1ccc2c(c1)OCO2)N1Cc2ccccc2C1=O (some centres not stated)	1	1.1	0.8	4	0.9	-2	0.9	6	-5	1
6	Cc1oc(-c2cccs2)nc1CN1CCN(C2CCCC2)C(CCO)C1 (configuration not stated)	1.1	1	0.9	-5	0.9	-6	0.9	-6	-11	1.1
7	COc1cnc(-c2ccccn2)nc1Oc1ccc(F)cc1F	1	1.3	0.9	4	1	2	1.1	15	-12	1
8	O=C(CCN1C(=O)C2C3C=CC(C3)C2C1=O)Nc1c(F)cc(F)cc1Br (configuration not stated)	1	1	1	-4	1	-4	0.9	11	-12	1
9	CCOC(=O)N1CCN(C(=O)c2cccc(OC)c2O)CC1	1	1.2	0.9	-3	0.9	-2	0.8	3	-6	1
10	O=S(=O)(c1ccc(F)cc1)N1CCN(CC(O)COCc2cccs2)CC1 (configuration not stated)	1.1	0.94	0.9	-7	1	-6	1	1	-13	1.1
11	CC(C)c1onc(C(=O)Nc2cccnc2Cl)c1[N+](=O)[O-]	1	1.1	1.1	-10	1.2	-4	0.9	17	-1	1.1
12	CNC(=O)C1(CC(C)C)C=CCN1C(C)=O (configuration not stated)	1	1.3	0.9	-3	0.9	-1	0.9	12	-3	1
13	CCc1nc(SCC(N)=O)c2c(=O)n(C)c(=O)n(C)c2n1	1	1.1	0.9	-4	0.9	0	0.9	-17	-8	1
14	CCOC(=O)COn1c(=O)c(-c2cc3ccccc3o2)[n+]([O-])c2ccccc21	1	2.9	0.9	52*	1	3	0.9	100	-3	0.5
15	COc1ccc(-c2nnn(CC(=O)NCc3ccc4c(c3)OCO4)n2)cc1OC	1	1.2	0.9	-4	0.9	-2	1.1	-11	2	1
16	Cc1sc(NC(=O)C2CCCO2)c(C(N)=O)c1C (configuration not stated)	1	1.1	1	-3	0.8	2	1	-13	-4	1
17	CC(C)CCn1c(S(=O)(=O)O)nc2ccccc21	1.1	1.2	1.1	-6	1	-6	1.1	1	-11	1.1
18	CN(C)CCCNC(=O)c1cc(Br)ccc1Cl	1	0.95	1	-6	0.9	0	1	-7	-17	1.1
19	Clc1ccc2nc(CN3CCCCCC3)cn2c1	1	1.2	1	3	1	-2	1	14	0	1
20	CC(C)(C)n1ncc2c(=O)n(CC(=O)Nc3ccc4c(c3)OCO4)cnc21	1	1.4	1	1	0.9	-3	0.9	5	-8	1
21	COc1ccccc1Oc1ccc(S(=O)(=O)Nc2cccnc2)cc1	1.1	0.81	1	-11	1	-6	1	16	-4	1.1
22	CCOc1ccc(Cn2ccnc2)cc1[N+](=O)[O-]	1	1.1	1	-5	0.9	4	0.9	-4	-14	1.1
23	CCS(=O)(=O)N1CCCC(C(=O)NCc2ccc3c(c2)OCO3)C1 (configuration not stated)	1	1.1	1.1	1	1.1	-4	1.1	4	-14	1
24	Cc1ccc(CS(=O)(=O)CCC(=O)NCC2CCCO2)cc1 (configuration not stated)	1	1.2	0.9	-2	0.9	0	1	6	-6	1
25	Nc1nnc(Sc2ccc(Cl)cc2[N+](=O)[O-])s1	1	1.2	0.9	-1	0.9	0	1.1	-15	-6	1
26	CC(=O)Nc1cccc(N=NN2CCOCC2)c1	1	0.98	1	0	1	-5	1.1	17	-10	1
27	Cc1cc(S(=O)(=O)N(Cc2ccc(C(C)C)cc2)CC2CCCO2)ccc1-n1cnnn1 (configuration not stated)	1	0.91	1	-7	1	-5	1	8	4	1.1
28	CC12CCC(c3n[nH]c(=S)nc31)C2(C)C (configuration not stated)	1	1.2	1	-1	1	1	0.9	-7	-3	1
29	O=C(/C=C/c1ccco1)NC(=S)Nc1ccc(Cl)cn1	1	1.5	0.9	-1	0.9	1	1	x	-16	1
30	COc1ccc(CN2CCNC(=O)C2CC(=O)NCc2cn3ccc(C)cc3n2)c(OC)c1 (configuration not stated)	1	0.87	0.8	-4	0.9	-5	1.1	0	-16	1
31	Cc1ccc(S(=O)(=O)NN2C(=O)c3ccccc3NC2(C)C)cc1	1.1	0.89	1	-2	1	-7	1.1	4	-5	1
32	CC1(C)CC(=O)C2=C(C1)N(Cc1cccnc1)C(=O)C2(NC(=O)c1cccnc1)C(F)(F)F (configuration not stated)	1	1.1	1.1	-7	1.1	-3	1	-6	0	1.1
33	CCc1nnc(N/N=C/c2ccccc2F)n1N	1	0.87	0.9	-4	1.3	-3	0.9	-10	-9	1
34	Cc1ccc(C(=O)N2CCN(c3ccc([N+](=O)[O-])c(N4CCOCC4)c3)CC2)cc1	0.9	0.56	1.1	-3	1	14	0.8	-12	10	1
35	O=C(O)C(O)C(O)c1nc2ccccc2[nH]1 (configuration not stated)	1	1.1	1.1	-6	1.1	-3	1.1	-1	-26	1.1
36	CC1CCN(c2ncccc2C(=O)O)CC1	1	1.2	0.9	-4	0.9	0	0.9	-14	-3	1
37	Cc1cccc(CN2CCSc3sccc3C2=O)c1	1.1	1	1.1	-9	1	-7	0.8	-13	-8	1.1
38	O=C(Nc1nnc(C2CC2)s1)C1CCCO1 (configuration not stated)	1	1.4	1.1	-5	1.1	-4	1.1	6	-7	1.1
39	Cc1oc2c(C)c(O)ccc2c(=O)c1-c1ccc2ccccc2n1	1	1.2	1	-8	1.1	-1	1	-3	0	1.1
40	O=C(Nc1ncccn1)c1cc(-c2cccc(Br)c2)nc2ccccc12	1	1	0.8	2	0.8	0	1.1	-13	-7	1
41	O=c1cc(Cc2nnc(SCc3ccccc3)n2-c2ccc(Cl)cc2)[nH]c(=O)[nH]1	1	1.1	1.1	-3	1.1	-2	0.9	-2	10	1
42	CCCC(=O)Nc1nc(CC(=O)OCC)cs1	1	1.3	1	-1	1	1	1	19	-6	1
43	CCOc1ccccc1N1CCN(C(=O)c2cc(C)oc2C)CC1	1.1	0.99	0.9	0	0.8	-6	0.9	23	-10	1
44	C=CCn1c(SCC(N)=O)nc2scc(-c3ccc(C)o3)c2c1=O	1.1	2.8	1	16	0.9	-10	0.8	167*	-12	0.8
45	COC(=O)c1ccc2c(c1)C(=O)/C(=C/c1ccc(O)cc1)O2	0.4	2.1	1	11	0.9	55*	1	8	46	0.9
46	C(=N\c1nc2ccccc2n1Cc1ccccc1)/c1cccs1	1	0.75	0.9	4	1	-5	1	-4	-10	1
47	C=CCN(N=Nc1cccc([N+](=O)[O-])c1)c1cccc([N+](=O)[O-])c1	1	1.2	0.9	-5	0.9	1	0.5	x	-10	1
48	COC(=O)COc1ccc(Oc2cc(C)nc(SC)n2)nn1	1.1	1.3	0.9	-6	0.9	-5	1	-2	-10	1.1
49	O=C1N(Cc2cccc(Cl)c2)C[C@@H]2C[C@@H](c3cccn3-c3ccccn3)N3CCC[C@@]123	1	1	1	2	1.1	-2	0.9	-3	-4	1
50	COC(=O)CCN(C(=O)c1cccc([N+](=O)[O-])c1)c1ccccn1	1.1	1.1	1.1	-2	1.1	-6	1	-1	-15	1

Next entries:
No.	mol	TNAP act hiacc	NF-kB expr up	PMI act hi M6P	FLuc inh counter	PMI activator	TNAP inh hiacc	bIAP act	APP 5'UTR act	TNAP inh no acc	FLuc stim CS
51	Nc1nc(SCC(=O)Nc2cc(S(=O)(=O)N3CCOCC3)ccc2Cl)n[nH]1	1	1.1	1.1	-4	1.2	-3	1	-2	-11	1
52	CCN(CC)CCn1c(-c2ccccc2)nc(=S)c2c1CC(C)(C)OC2	1	1.4	1.1	-8	1	-4	0.9	16	-11	1.1
53	Cc1cc2c(c(=O)n1Cc1cccnc1)C(Cc1ccccc1)C(C#N)=C(N)O2 (configuration not stated)	1	1.1	0.9	-2	0.9	-4	0.9	-19	-9	1
54	CCN(CC)C(=O)COc1ccc2c(c1)C(=O)CC(C)(C)O2	1	1.2	1	0	1	0	1	4	-10	1

Some of the entries so far, screen by screen:
[51] Nc1nc(SCC(=O)Nc2cc(S(=O)(=O)N3CCOCC3)ccc2Cl)n[nH]1
[52] CCN(CC)CCn1c(-c2ccccc2)nc(=S)c2c1CC(C)(C)OC2
[53] Cc1cc2c(c(=O)n1Cc1cccnc1)C(Cc1ccccc1)C(C#N)=C(N)O2 (configuration not stated)
[54] CCN(CC)C(=O)COc1ccc2c(c1)C(=O)CC(C)(C)O2
compound no.	51	52	53	54
TNAP act hiacc	1	1	1	1
NF-kB expr up	1.1	1.4	1.1	1.2
PMI act hi M6P	1.1	1.1	0.9	1
FLuc inh counter	-4	-8	-2	0
PMI activator	1.2	1	0.9	1
TNAP inh hiacc	-3	-4	-4	0
bIAP act	1	0.9	0.9	1
APP 5'UTR act	-2	16	-19	4
TNAP inh no acc	-11	-11	-9	-10
FLuc stim CS	1	1.1	1	1
